Screens (PubChem)
TRPC6 act: activators of mouse TRPC6 channel. Q61143. HEK293-TRPC6 membrane potential dye fluorescence; active compounds read high. B-score at 10 µM. actives 0.13% (n = 310,000). AID 2550;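 active means B-score of the integrated fluorescence ratio above library mean plus 3 SD, and starting fluorescence ratio within library mean plus 5 SD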;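 further: higher score means more depolarization so channel activation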
RGS4 pot: potentiators or activators of RGS4 | actives 0.92% (n = 310,000) | HEK293 M3R/inducible RGS4, carbachol calcium flux Fluo4; active compounds read low | B-score at 10 µM | AID 463111;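 active means B-score of the integrated calcium signal more than 4 SD below the library mean, with starting fluorescence not abnormally high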;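 further: negative B-score means reduced calcium response which marks RGS4 activation or potentiation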
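Reagent: ECmax carbachol challenge; Test system: M3R-expressing HEK293 line, RGS4 induced by doxycycline; Schedule: overnight RGS4 induction, 30 min dye load 37 °C, 20 min compound RT; Detection: calcium dye Fluo4 fluorescence; Read-out: Agonist-evoked peak-minus-minimum fluorescence over baseline, integrated ratio, B score.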
MrgX1 allo act: allosterically activates human MrgX1 receptor signaling; Q96LB2; MrgX1-HEK293, Fluo-4 calcium flux, FDSS; active compounds read high; B-score at 10 µM; actives 0.63% (n = 310,000);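 active means plate-corrected calcium response at least 3 library SD above typical, normal starting fluorescence, not activating the receptor alone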;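 further: compound read alongside a low EC10 to EC30 dose of BAM8-22 agonist; peak minus trough fluorescence over baseline measured at the second addition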
Target sequence (Q96LB2 whole entry, looked up): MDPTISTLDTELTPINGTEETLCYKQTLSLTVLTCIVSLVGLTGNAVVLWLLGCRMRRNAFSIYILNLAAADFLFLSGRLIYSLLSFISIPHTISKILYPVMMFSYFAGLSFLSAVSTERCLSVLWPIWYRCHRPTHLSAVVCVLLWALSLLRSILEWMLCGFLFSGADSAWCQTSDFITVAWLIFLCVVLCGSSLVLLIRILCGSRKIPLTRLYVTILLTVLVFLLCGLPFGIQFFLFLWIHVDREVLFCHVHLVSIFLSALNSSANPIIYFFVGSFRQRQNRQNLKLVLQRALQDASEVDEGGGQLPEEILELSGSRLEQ
MrgX1 antag: antagonists of human MrgX1 receptor. MRGX1-HEK293 calcium flux, Fluo-4, BAM8-22 antagonism; active compounds read low. actives 1.3% (n = 310,000). B-score at 10 µM. Q96LB2. AID 588676;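 active means calcium-response B-score plate-corrected more than 3 library SD below zero, starting fluorescence within 5 deviations, no agonist response on first addition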;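 further: peak minus trough fluorescence over baseline after final BAM8-22 challenge near maximal dose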
ANO1 block: inhibitors of mouse TMEM16A calcium-activated chloride channel. actives 1.2% (n = 310,000). HEK293 TMEM16A/YFP iodide influx fluorescence, ionomycin. Q8BHY3. normalized B-score (activity score, 25-100; higher = stronger inhibition) at 10 µM. AID 588511;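 active means ratio plate-corrected score three or more library SD toward inhibition, starting fluorescence score within five deviations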;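 further: score derived from kinetic fluorescence span divided by baseline fluorescence per well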
ANO1 activ: activators or potentiators of mouse TMEM16A chloride channel | Q8BHY3 | HEK293 TMEM16A/YFP-H148Q/I152L, iodide quench fluorescence; active compounds read low | B-score at 10 µM | actives 0.3% (n = 340,000) | AID 623877;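 active means fluorescence-ratio B-score plate-corrected deviation score at least 3 library SD below zero, with starting fluorescence score within 5 deviations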;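 further: channel opened by trigger with iodide after compound preincubation; score built on the fluorescence ratio of max minus min over baseline; more negative score means more quench and so TMEM16A activation or potentiation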
HDAC3 inhib: inhibitors of human histone deacetylase 3 | inhibition, % at 8.3 µM | actives 0.15% (n = 320,000) | recombinant HDAC3, fluorogenic peptide/trypsin coupled, fluorescence | O15379 | AID 2718; in the data active means inhibition above about 26%, passing the limit was not always enough; inconclusive means no clear call, values can overlap the other calls
Target sequence (O15379 whole entry, looked up): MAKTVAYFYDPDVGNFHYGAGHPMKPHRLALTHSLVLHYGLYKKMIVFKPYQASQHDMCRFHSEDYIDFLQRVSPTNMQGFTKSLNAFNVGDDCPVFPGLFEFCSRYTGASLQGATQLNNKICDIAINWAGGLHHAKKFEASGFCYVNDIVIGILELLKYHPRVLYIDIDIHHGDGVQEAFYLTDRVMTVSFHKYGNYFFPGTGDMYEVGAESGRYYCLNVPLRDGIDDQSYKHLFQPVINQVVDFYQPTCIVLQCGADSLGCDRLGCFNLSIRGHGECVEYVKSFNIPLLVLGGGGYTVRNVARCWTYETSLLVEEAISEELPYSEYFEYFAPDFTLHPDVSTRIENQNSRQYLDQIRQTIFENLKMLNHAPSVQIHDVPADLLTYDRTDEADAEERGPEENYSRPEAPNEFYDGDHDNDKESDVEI
TRPC6 inh: blocks the mouse TRPC6 cation channel | HEK293-TRPC6, membrane potential dye, ACh-evoked depolarization; active compounds read low | B-score at 10 µM | Q61143 | actives 1.1% (n = 310,000) | AID 2553;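 active means B-score under library mean minus 3 SD, initial fluorescence not abnormally high, positive integrated signal ratio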;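 further: B-score derived from integrated fluorescence ratio over the kinetic read; more negative B-score means stronger inhibition of depolarization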
MrgX1 ag: activates human MrgX1 receptor signaling. actives 0.44% (n = 310,000). Q96LB2. B-score at 10 µM. MrgX1-HEK293 cells, Fluo-4 calcium fluorescence, agonist mode; active compounds read high;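 active means calcium response B-score plate-corrected fluorescence ratio at least 3 library SD, with starting fluorescence B-score inside 5 SD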
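Test system: HEK293 cells stably expressing human MrgX1 receptor; Input: fifteen thousand cells per well; Dosing: compound delivered in addition one of three; Schedule: overnight seeding, then 1 h dark dye loading; Technique: Fluo-4 NW calcium fluorescence; Measure: B-scored fluorescence response ratio; Controls: positive and negative controls per plate.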
RGS4 block: inhibitors of human RGS4; P49798; HEK293 M3R/RGS4 inducible, Fluo-4 calcium flux; active compounds read high; triggered by carbachol at its EC20; B-score at 10 µM; actives 0.45% (n = 310,000);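 active means B-score, a plate-corrected calcium signal, over three deviations above library mean, with baseline fluorescence within five deviations of library mean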;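 further: RGS4 expression induced by doxycycline in cells with stable M3 receptor; B-score is computed from the integrated fluorescence ratio over baseline after carbachol; higher B-score means a larger calcium signal and so more RGS4 inhibition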
Target sequence (P49798 whole entry, looked up): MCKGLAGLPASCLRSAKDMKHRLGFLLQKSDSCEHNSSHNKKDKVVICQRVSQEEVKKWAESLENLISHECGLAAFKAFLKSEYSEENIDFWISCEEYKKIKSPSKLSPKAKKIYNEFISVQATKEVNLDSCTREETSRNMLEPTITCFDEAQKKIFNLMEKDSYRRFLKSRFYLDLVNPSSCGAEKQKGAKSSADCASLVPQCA
SKKanGAS inh: blocks kanamycin growth of S. pyogenes SKKanGAS strain; BacTiter-Glo, 6 h; inhibition, % at 7.5 µM; actives 1.3% (n = 300,000); AID 1662;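 active means mean replicate score, as percent of positive control median, at least 50; inconclusive means mean below 50 but one replicate at or above 50; inactive means mean and every replicate below 50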;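 further: strain carries kanamycin resistance gene driven by streptokinase promoter and grows in 40 µg/ml kanamycin; loss of luminescence reflects streptokinase promoter inhibition or plain growth inhibition; 0% = median of DMSO wells and 100% = positive control at its reference dose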
* hit, by the source's call; i = inactive; ? = inconclusive; . = no result given; & = joins results of further samples.

SMILES | TRPC6 act | RGS4 pot | MrgX1 allo act | MrgX1 antag | ANO1 block | ANO1 activ | HDAC3 inhib | TRPC6 inh | MrgX1 ag | RGS4 block | SKKanGAS inh
CCOC(=O)C1CCN(C(=S)Nc2ccc(Cl)cc2C)CC1 | i | i | i | i | i | i | 1 | i | i | i | -3
C=CCOC(=O)C1=C[C@H](c2ccc(Br)cc2)[C@@H](CCCO)[C@H](OCC)O1 | i | i | i | i | i | i | 3 | i | i | i | 7
O=C(Nc1nc2ccc(Cl)cc2s1)C1CC1 | i | i | i | i | i | i | 3 | i | i | i | 0
COc1ccc(CCNC(=O)C2CCC(C(C)(C)C)CC2)cc1OC (stereo unspecified) | i | i | i | i | i | i | 4 | i | i | i | -24
Cc1nnc(SCc2cnc(-c3ccc(C(C)C)cc3)s2)n1C | . | . | i | i | 100* | i | 9 | . | i | . | .
COc1ccc(/C=N/Nc2nnc(-c3ncc[nH]3)c3ccccc23)cc1 | i | i | i | i | i | i | 1 | i | i | i | 9
O=C(Cc1ccc(Cl)cc1)Nc1ccccc1CO | . | . | i | i | i | i | -3 | . | i | . | .
O=C(Nc1cc(Cl)ccc1Cl)C1Cc2ccccc2O/C1=N\O (stereo unspecified) | i | i | i | i | i | i | 0 | i | i | i | 3
C/C(=N\NC(=O)CSc1nc2ccccc2[nH]1)c1ccncc1 | i | i | i | i | i | i | 2 | i | i | i | 3
COc1ccc(CC(=O)NNC(=O)c2cccs2)cc1 | i | i | i | i | i | i | 3 | i | i | i | 3
COc1ccc(CC(=O)Oc2ccc(F)c(F)c2)cc1S(=O)(=O)N1CCOCC1 | i | i | i | i | i | i | 2 | i | i | i | -2
C[C@]12CC[C@@H]3c4ccc(OS(=O)(=O)O)cc4CC[C@H]3[C@@H]1CCC2=O | i | i | i | i | i | i | -3&0&-10 | i | i | i | -3&-3
Cn1nnnc1SCc1nc2scc(-c3ccc(Cl)cc3)c2c(=O)[nH]1 | i | i | i | i | i | i | -4 | i | i | i | 8
O=C(CCCN1C(=O)c2cccc3cccc(c23)C1=O)NCc1cccs1 | i | i | i | i | i | i | -6 | i | i | i | -9
CCN(C1CCCCC1)S(=O)(=O)CCNC(=O)c1ccccc1 | i | i | i | i | i | i | 3 | i | i | i | -2
COc1ccc(C(=O)N2CCCC2(C#N)c2ccccc2)cc1[N+](=O)[O-] (stereo unspecified) | i | i | i | i | i | i | . | -7.6* | i | i | .
O=C1C2CCCN2C(=O)N1CCCCN1CCN(c2ccccc2)CC1 (stereo unspecified) | i | i | i | i | i | i | -1 | i | i | i | -2
CC1(C)Cc2nc3scc(NC(=O)c4ccccc4)c3cc2CO1 | i | i | i | i | i | i | 8 | i | i | i | 4
CN1CCC(Oc2ccccc2Sc2ccccc2)CC1 | i | i | i | i | i | i | 5 | i | i | i | 4
CCOC(=O)C1=C(COC(=O)/C=C/c2ccc(OC)cc2OC)NC(=O)NC1C (stereo unspecified) | i | i | i | i | i | i | 5 | i | i | i | 12
Nc1nc2c(ncn2[C@H]2C[C@H](O)[C@@H](CO)O2)c(=O)[nH]1 | i | i | i | i | i | i | 2 | i | i | i | -2
Cc1cccc(-c2nc3ccccc3c3nncn23)c1 | i | i | i | i | i | i | ? | i | i | i | 7
O=C(CSc1nc(C(F)(F)F)cc(=O)[nH]1)NCc1ccc2c(c1)OCO2 | i | i | i | i | i | i | -1 | i | i | i | 1
O=S(=O)(NCc1ccccc1F)c1cccc(S(=O)(=O)N2CCOCC2)c1 | i | i | i | i | i | i | 1 | i | i | i | 4
O=C(O)COc1ccccc1C1C2C(=O)N(c3ccccc3)C(=O)C2ON1c1ccccc1 (stereo unspecified) | i | i | i | i | i | i | 2 | i | i | i | -4
O=C(CSc1nc(-c2ccco2)cc(C(F)(F)F)n1)N1CCN(c2cccc(Cl)c2)CC1 | i | i | i | i | i | i | 0 | i | i | i | 21
CCN(Cc1ccncc1)Cc1ccc(OC)c(OC)c1 | i | i | i | i | i | i | 2 | i | i | i | 0
CN1C(=O)CC(Sc2ccccc2C(=O)O)C1=O (stereo unspecified) | i | i | i | i | i | i | 0 | i | i | i | -5
O=C(NCc1ccco1)Oc1ccccc1 | i | i | i | i | i | i | 4 | i | i | i | 6
CC(NC(=O)NC(N)=O)(C(F)(F)F)C(F)(F)F | i | i | i | -5.2* | i | i | . | i | i | i | -3
CN(C)c1ccc(P(=O)(OCc2ccccc2)C(O)c2ccc(Cl)cc2)cc1 (stereo unspecified) | i | i | i | i | i | i | -2 | i | i | i | 4
Cc1cccc2nc(CSc3nc4[nH]ncc4c(=O)n3-c3ccccc3Cl)cc(=O)n12 | i | i | i | i | i | i | -3 | i | i | i | 1
Cc1ccc(C)c(-c2cc(C(=O)Nc3sc(C)c(C)c3C(N)=O)c3ccccc3n2)c1 | i | i | i | i | i | i | -1 | i | i | i | 70*
COc1ccc(-c2noc(CCC(=O)NCCc3ccccc3)n2)cc1 | i | i | i | i | i | i | 1 | i | i | i | -5
COc1cccc(NC(=O)Cn2c(=O)n(CCC(=O)NCc3ccco3)c(=O)c3ccccc32)c1 | i | i | i | i | i | i | 3 | i | i | i | -18
CCc1cc(C(=O)N2CCCc3ccccc32)sc1C | i | i | i | i | i | i | 18 | i | i | i | 6
COc1ccc(Cl)cc1NC(=O)CSc1nc(NS(=O)(=O)c2ccc(C)cc2)cc(=O)[nH]1 | i | i | i | i | i | i | 2 | i | i | i | -2
O=C(CSC1=NS(=O)(=O)c2cc(F)ccc2N1)NCc1ccccc1Cl | i | i | i | i | i | i | 0 | i | i | i | -7
COc1ccc(/C=C2\N=C(C)N(c3ccc(C(=O)O)cc3)C2=O)cc1OC | i | i | i | i | i | i | 16 | i | i | i | 3
CCOC(=O)c1[nH]c(C)c(C(=O)Nc2ccc(C)c(Cl)c2)c1C | i | i | i | i | i | i | 3 | i | i | i | -4
CN1CC(=O)N/C1=N\C(=O)Nc1ccc2c(c1)N(C)C(=O)CS2 | i | i | i | i | i | i | -6 | i | i | i | -5
COc1ccc(/C=C(\NC(=O)c2ccc(C)cc2)C(=O)Nc2ccc(C(=O)O)cc2)cc1 | i | i | i | i | i | i | 7 | i | i | i | -4
CC(C)CNC(=O)COC(=O)c1ccc2c(c1)C(=O)N(Cc1ccco1)C2=O | i | i | i | i | i | i | 0 | i | i | i | 3
Cc1nn(CC(=O)N2CCN(Cc3ccccc3)CC2)c(=O)c2ccccc12 | i | i | 6.9* | i | i | i | 1 | i | i | i | 1
O=C(NCCCN1CCOCC1)C(=O)NCc1ccco1 | i | i | i | i | i | i | 5 | i | i | i | 1
NC(=O)c1ccc(NC(=O)CCN=C2NS(=O)(=O)c3ccccc32)cc1 | i | i | i | i | i | i | -2 | i | i | i | -1
Cc1c(Cl)cccc1NC(=O)NCc1ccccn1 | i | i | i | i | i | i | -8 | i | i | i | 34
COc1ccc(OC)c(C2CC(=O)N3CN(c4ccc(C)c(Cl)c4)CSC3=C2C#N)c1 (stereo unspecified) | i | i | i | i | i | i | 11 | i | i | i | 3
O=C(NCc1nc2ccccc2[nH]1)C1=C[C@H](c2ccc(C(F)(F)F)cc2)C[C@H](OCCCCO)O1 | i | i | i | i | i | i | 0 | i | i | i | -2
COc1ccc(CN2C(=O)c3ccccc3C2=O)cc1 | i | i | i | i | i | i | 5 | i | i | i | 1
C=CCc1cc(C=O)cc(OC)c1OCc1ccc(C(=O)O)cc1 | i | i | i | i | i | i | 1 | i | i | i | -13
O=C(CNS(=O)(=O)c1ccc(Br)s1)N1CCCC1 | i | i | i | i | i | i | -3 | i | i | i | 0
C=CCn1c(SCC(=O)N(CCOC)c2c(N)n(CCCC)c(=O)[nH]c2=O)nnc1-c1ccc(Cl)cc1 | i | i | i | i | i | i | . | i | i | i | 15
O=C(c1ccc2c(=O)n(Cc3ccco3)c(=S)[nH]c2c1)N1CCN(Cc2ccccc2)CC1 | i | i | i | i | i | i | 4 | i | i | i | 1
O=C(c1ccc(S(=O)(=O)Nc2ccccc2Cl)cc1)N1CCOCC1 | i | i | i | i | i | i | 1 | i | i | i | -6
CC1C(Br)C(=O)NC(=O)N1Cc1ccccc1 (stereo unspecified) | i | i | i | i | i | i | -4 | i | i | i | -6
COc1cc(/C=N/NC(=S)Nc2cccc(C(=O)O)c2)ccc1O | i | i | i | i | i | i | 8 | i | i | i | 7
O=C(O)CCCC(=O)Nc1ccc(S(=O)(=O)Nc2nccs2)cc1 | i | i | i | i | i | i | -3 | i | i | i | 2
CSc1nnc(-c2cccc(C)c2)n1N | i | i | i | i | i | i | -4 | i | i | i | -5
Nc1n[nH]c2c1C1(CCCC1)Cc1ccccc1-2 | i | i | i | i | i | i | 2 | i | i | i | 21
New compounds follow:
SMILES | TRPC6 act | RGS4 pot | MrgX1 allo act | MrgX1 antag | ANO1 block | ANO1 activ | HDAC3 inhib | TRPC6 inh | MrgX1 ag | RGS4 block | SKKanGAS inh
Cn1ccnc1C(O)(c1ccccc1)c1nccn1C | i | i | i | i | i | i | -3 | i | i | i | -6
Cc1cc(-c2csc(N)n2)c(C)n1-c1ccccc1 | i | i | i | i | i | i | -8 | i | i | i | 9
COc1ccc(-c2nnc(SCC(=O)Oc3ccc(C)cc3)o2)cc1 | i | i | i | i | i | i | 8 | i | i | i | 3
CCN(CC)CCC(c1cc(OC)c(OC)c(OC)c1)c1c(OC)cc(OC)c2c(C)cc(=O)oc12 (stereo unspecified) | i | i | i | i | i | i | 0 | i | i | i | -1
c1cncc(-c2nnc(-c3ccco3)o2)c1 | i | i | i | i | i | i | -37 | i | i | i | 10
COc1ccc(C)cc1NC(=O)c1ccc(N(C)S(C)(=O)=O)cc1 | i | i | i | i | i | i | -5 | i | i | i | -4
CC(NC(=O)CN1C(=O)c2ccccc2C1=O)c1ccccc1 (stereo unspecified) | i | i | i | i | i | i | . | i | i | i | -1
CCn1c(SCC(=O)OC)nnc1-c1ccccc1 | i | i | i | i | i | i | -1 | i | i | i | -2
